# RMI-FANCM inh: inhibitors of human RMI core complex binding to FANCM MM2; Fluorescence polarization, RMI core complex with F-MM2 peptide; hits give low values; FP signal (polarization) at 33 µM; hit rate 0.58% among 70,000; in the data active = FP signal below about 40; also: inactives centre near 61; strong numbers were not always called active; unit not given here
# * hit, by the source's call. This is a subset. The share of hits here may be higher or lower than overall.
no.	Molecule	RMI-FANCM inh
1	O=C(Nc1ccc(-c2ccc(N3CCOCC3)nn2)cc1)Nc1cccc(Cl)c1	71
2	Cn1ccc(-c2cccc(NC(=O)Nc3ccccc3)c2)n1	59
3	CCOC(=O)Cn1c(=NC(=O)c2cc(C)no2)sc2cc(Cl)ccc21	61
4	N/C(=N/O)c1ccc(OCc2ccccc2)cc1	54
5	O=C(Nc1nnc(-c2ccc(C(F)(F)F)cc2)o1)c1cc2ccccc2o1	67
6	COc1ccc(Nc2nc(Nc3ccc(C)c(C)c3)nc(N3CCOCC3)n2)cc1Cl	55
7	CN(C)CCN(C(=O)c1cccc(N2C(=O)CCC2=O)c1)c1nc2ccc(Cl)cc2s1	74
8	CC(C)c1ccc(NC(=O)NC2CC(=O)N(c3ccc(F)cc3)C2)cc1 (stereo unspecified)	55
9	CC(C)COc1ccc(S(=O)(=O)NCC2CCN(C(C)C)CC2)cc1	80
10	OC(COc1ccc2c(c1)OCO2)CN1CCCN(c2nc3ccc(Cl)cc3s2)CC1 (stereo unspecified)	56
11	CS(=O)(=O)N1CCCC1C(=O)Nc1nnc(-c2cc3ccccc3o2)o1 (stereo unspecified)	65
12	COCCN1CCCc2ccc(NS(=O)(=O)c3ccc4c(c3)CCCC4)cc21	68
13	Cn1cc(NC(=O)N2CCc3ccccc3C2)c2ccccc21	51
14	CCOC(=O)c1cc(C(=O)OCC)cc(-n2c(C)cc(C(=O)CN3CCC(C)CC3)c2C)c1	77
15	CCNC(=O)C(=O)Nc1ccc(F)cc1	65
16	O=C(Cc1ccc(F)cc1)Nc1nc(-c2cccc([N+](=O)[O-])c2)cs1	54
17	CCOC(=O)N1CCN(C(=O)Nc2nc(CC(=O)NCc3cccs3)cs2)CC1	61
18	O=C(Cc1cccs1)Nc1c2c(nn1-c1ccc(Oc3ccccc3)cc1)CSC2	67
19	COC(=O)c1ccccc1NC(=O)CSc1nc2ccccc2nc1C	67
20	O=c1n(-c2ccc(F)cc2)nc2n1CCCN2	56
21	NC(=O)c1cccc(C(N)=O)c1F	57
22	COc1ccccc1Oc1ccc(S(=O)(=O)Nc2cccc(C)c2)cc1	73
23	CCOc1ccccc1N1CCN(C(=O)c2cc3c(C)cc(C)cc3[nH]2)CC1	54
24	COc1cc([N+](=O)[O-])cc2sc(NC(=O)C3CCCN3S(=O)(=O)c3cccs3)nc12 (stereo unspecified)	57
25	Cc1ccc(NC(=O)CSc2nc3cc(-c4ccccc4)sc3c(=O)n2C)cc1F	61
26	CCn1c(SCC(=O)Nc2ccc3c(c2)OCCO3)nc2sc3c(c2c1=O)CCC3	74
27	CC(=O)c1csc(-c2ccc(C(F)(F)F)cc2)n1	54
28	CN(C)CCN(C(=O)c1ccc(S(=O)(=O)N(C)CC2CCCO2)cc1)c1nc2ccc(Cl)cc2s1 (stereo unspecified)	72
29	COc1ccc(C)cc1NC(=O)Cc1csc(NS(=O)(=O)c2ccccc2)n1	57
30	S=C(Nc1ccccc1)Nc1ccc(Cc2ccncc2)cc1	59
31	COc1ccc(S(=O)(=O)CCC(=O)Nc2c(C(N)=O)oc3ccccc23)cc1	56
32	CCCN(CCC)S(=O)(=O)c1ccc(C(=O)NC2=C(C(=O)OC)SCC2)cc1	56
33	COc1cccc(CSc2nc(CC(=O)Nc3ccccc3SC)cc(=O)[nH]2)c1	63
34	OC(CN1CCCCCC1)Cn1c2ccc(Br)cc2c2cc(Br)ccc21 (stereo unspecified)	68
35	COc1ccccc1-c1nnc(C2CCN(C(=O)c3ccco3)CC2)s1	60
36	CCCCOc1ccc(C(=O)Nc2ccc(OC)c(N3CCCCC3=O)c2)cc1	60
37	COc1ccc(S(=O)(=O)N2CCN(c3ccc(-c4ccccc4C)nn3)CC2)cc1F	75
38	O=C(CSc1nccn1Cc1ccco1)Nc1cc(C(F)(F)F)ccc1Cl	59
39	Cc1cc(C(=O)Nc2nnc(-c3ccc4c(c3)OCO4)o2)nn1C	69
40	Cc1cc(NC(=O)c2ccco2)n(-c2ncnc3c2cnn3-c2ccc(F)cc2)n1	55
41	COc1ccc(/C=C/C(=O)c2ccccc2O)cc1	65
42	Brc1ccc2nc(N3CCc4ccccc4C3)sc2c1	63
43	COc1ccc(SCC(=O)Nc2nc3cc(C)c(C)cc3s2)cc1	53
44	CCS(=O)(=O)c1ccc(CC(=O)Nc2nnc(-c3cc(C)n(C)n3)o2)cc1	72
45	O=S(=O)(Nc1ccc(N2CCCCC2)cc1)c1cccs1	51
46	CCc1ccccc1NC(=O)N1CCN(c2ccc3nnc(C4CC4)n3n2)CC1	69
47	CCOC(=O)N1CCN(S(=O)(=O)c2ccc(C(=O)Nc3sc(Cc4ccc5c(c4)OCO5)c(C)c3C#N)cc2)CC1	65
48	O=[N+]([O-])c1cccc(C2=Nn3c(nnc3-c3ccccc3)SC2)c1	57
49	COc1ccc(-c2nnc(SCc3cccc(C(F)(F)F)c3)o2)cc1OC	73
50	c1ccc2c3c([nH]c2c1)CCCCCC3	62
51	CN(C)CCN(C(=O)c1cccc(F)c1)c1nc2c(S(C)(=O)=O)cccc2s1	53
52	N/C(COc1cccc(C(F)(F)F)c1)=N/O	57
53	NC(=NS(=O)(=O)c1cc(C(F)(F)F)cc(C(F)(F)F)c1)c1ccncc1	54
54	OC(c1ccccn1)c1c[nH]c2ccccc12 (stereo unspecified)	55
55	Cc1cc(-c2nnc(NC(=O)Cc3ccc(C(C)C)cc3)o2)nn1C	74
56	O=C(NCc1cccc2ccccc12)NCc1nnnn1-c1ccc(Cl)cc1	61
57	C=CCNC(=S)NNc1ccc([N+](=O)[O-])cc1	59
58	N#Cc1cnc2ccc(Cl)cc2c1Nc1cccc(C(F)(F)F)c1	67
59	Cc1ccc(CC(=O)Nc2ccccc2C#N)c(C)c1	55
60	CC(C)N1CCc2c(sc(N)c2C(N)=O)C1	-30*

# (further entries)
no.	Molecule	RMI-FANCM inh
61	N[C@@H](Cc1ccc(F)cc1)C(=O)O	41
62	O=C(/C(=C\c1cccc([N+](=O)[O-])c1)c1nc2ccccc2o1)c1cccnc1	59
63	O=C(Nc1nnc(-c2ccc(Cl)cc2)o1)c1ccc([N+](=O)[O-])s1	67
64	CCCc1cc(=O)oc2cc(OC(C)C(=O)N/N=C\c3c(F)cccc3Cl)ccc12 (stereo unspecified)	61
65	Cc1nc(C(=O)NN)c(C(F)(F)F)o1	52
66	COc1ccc(N2CC(CNC(=O)Nc3cc(OC)c(OC)c(OC)c3)CC2=O)cc1 (stereo unspecified)	55
67	CC1C(=O)N2CCCc3cc(NC(=O)c4ccc(Cl)c([N+](=O)[O-])c4)cc1c32 (stereo unspecified)	53
68	CCCS(=O)(=O)N1CCCc2cc(NS(=O)(=O)c3cc(C)ccc3OCC)ccc21	73
69	Cc1ccc(-c2nnc(N)o2)cc1C	69
70	O=c1oc2ccc(Br)cc2cc1-c1nnc(-c2ccncc2)o1	59
71	CSc1nc(N)nc(C2CC2)n1	61
72	O=C(CCc1csc(NC(=O)c2ccc(=O)[nH]c2)n1)Nc1nc2ccccc2s1	65
73	O=C(NCc1ccco1)c1cccc(NS(=O)(=O)c2cccc(Cl)c2)c1	70
74	N#Cc1ccc(N/N=C\c2ccc(Cl)cc2)c(Cl)c1	51
75	COc1ccc(C2=NN(C(=O)c3ccco3)C(c3c(F)cccc3Cl)C2)cc1OC (stereo unspecified)	59
76	O=[N+]([O-])c1ccc(N2CCCN(C(=S)Nc3ccc4c(c3)OCO4)CC2)nc1	64
77	CC(C)(C)S(=O)(=O)/C(C#N)=C/NN1CCCCC1	50
78	CC12CC3CC(C)(C1)CC(CN)(C3)C2	73
79	CSc1ccccc1C(=O)Nc1nc(-c2ccccc2)c(C(C)=O)s1	56
80	CSc1ccccc1C(=O)N1CCN(c2nccn2C)CC1	63
81	O=C(NCc1ccccc1)C(=O)NCC1OCCN1C(=O)c1cccs1 (stereo unspecified)	66
82	COc1ccc(NC(=O)NCCn2nc(-c3ccc(OC)cc3)ccc2=O)cc1	70

# By substructure: the entries above containing a Cl atom (15)
no.	Molecule	RMI-FANCM inh
1	O=C(Nc1ccc(-c2ccc(N3CCOCC3)nn2)cc1)Nc1cccc(Cl)c1	71
3	CCOC(=O)Cn1c(=NC(=O)c2cc(C)no2)sc2cc(Cl)ccc21	61
6	COc1ccc(Nc2nc(Nc3ccc(C)c(C)c3)nc(N3CCOCC3)n2)cc1Cl	55
7	CN(C)CCN(C(=O)c1cccc(N2C(=O)CCC2=O)c1)c1nc2ccc(Cl)cc2s1	74
10	OC(COc1ccc2c(c1)OCO2)CN1CCCN(c2nc3ccc(Cl)cc3s2)CC1 (stereo unspecified)	56
28	CN(C)CCN(C(=O)c1ccc(S(=O)(=O)N(C)CC2CCCO2)cc1)c1nc2ccc(Cl)cc2s1 (stereo unspecified)	72
38	O=C(CSc1nccn1Cc1ccco1)Nc1cc(C(F)(F)F)ccc1Cl	59
56	O=C(NCc1cccc2ccccc12)NCc1nnnn1-c1ccc(Cl)cc1	61
58	N#Cc1cnc2ccc(Cl)cc2c1Nc1cccc(C(F)(F)F)c1	67
63	O=C(Nc1nnc(-c2ccc(Cl)cc2)o1)c1ccc([N+](=O)[O-])s1	67
64	CCCc1cc(=O)oc2cc(OC(C)C(=O)N/N=C\c3c(F)cccc3Cl)ccc12 (stereo unspecified)	61
67	CC1C(=O)N2CCCc3cc(NC(=O)c4ccc(Cl)c([N+](=O)[O-])c4)cc1c32 (stereo unspecified)	53
73	O=C(NCc1ccco1)c1cccc(NS(=O)(=O)c2cccc(Cl)c2)c1	70
74	N#Cc1ccc(N/N=C\c2ccc(Cl)cc2)c(Cl)c1	51
75	COc1ccc(C2=NN(C(=O)c3ccco3)C(c3c(F)cccc3Cl)C2)cc1OC (stereo unspecified)	59
